From PubChem BioAssay
PP1 counter – PP1-alpha phosphatase inhibitors, primary screen, counter-screen for PP5 inhibitor project, biochemical, fluorescence, OMFP substrate, single point. Serine/threonine-protein phosphatase PP1-alpha catalytic subunit (Homo sapiens), P62136. purified PP1alpha. inhibition, % at 6.7 µM. actives 0.9% (n = 320,000);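 active means inhibition above the mean inhibition of all tested compounds plus 3 SD, computed separately for each screening campaign, cut at about 15% in these data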
Target sequence (P62136 whole entry, looked up): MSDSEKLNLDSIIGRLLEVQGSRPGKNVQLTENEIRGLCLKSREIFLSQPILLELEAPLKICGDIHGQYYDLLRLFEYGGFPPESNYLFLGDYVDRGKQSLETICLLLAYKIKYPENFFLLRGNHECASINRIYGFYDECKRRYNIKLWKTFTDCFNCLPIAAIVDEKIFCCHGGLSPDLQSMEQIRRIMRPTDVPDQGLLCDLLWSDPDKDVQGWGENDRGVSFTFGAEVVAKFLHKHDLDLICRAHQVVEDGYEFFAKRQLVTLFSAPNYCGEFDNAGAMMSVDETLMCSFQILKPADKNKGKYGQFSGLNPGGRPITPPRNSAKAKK
PP5 primary – PP5 phosphatase inhibitors, primary screen, biochemical, fluorescence; Serine/threonine-protein phosphatase 5 (Homo sapiens), P53041; purified PP5c, OMFP substrate fluorescence; inhibition, % at 6.7 µM; actives 0.18% (n = 320,000); AID 1987, 2009;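 active means inhibition above the campaign's mean inhibition across all tested compounds plus 3 SD, cut at about 9.5% in these data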;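 further: 0% = DMSO only and 100% = 100 µM cantharidin control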
TPT1 inhibitor – Candida albicans TPT1 enzyme inhibitors, primary screen, biochemical, fluorescence polarization; recombinant caTPT1, FP RNA substrate dephosphorylation; tRNA 2'-phosphotransferase TPT1 (Candida albicans SC5314); actives 0.81% (n = 300,000); inhibition, % at 5 µM; AID 1962, 2009;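 active means inhibition above the mean of all tested compounds plus 3 SD, set per screening campaign, cut at about 24% in these data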;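 further: plate controls were DMSO alone for no effect and ferristatin control at 100 nM for full effect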
PREPL inhibitor – PREPL enzyme inhibitors, primary screen, biochemical, fluorescence polarization; actives 0.68% (n = 320,000); Prolyl endopeptidase-like (Homo sapiens), Q4J6C6; inhibition, % at 5.96 µM; recombinant PREPL, fluorescence polarization activity-based probe; in the data active means inhibition above about 43%;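 further: 0% = enzyme with DMSO and 100% = wells lacking enzyme; many of its hits are not listed in these tables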
Target sequence (Q4J6C6 whole entry, looked up): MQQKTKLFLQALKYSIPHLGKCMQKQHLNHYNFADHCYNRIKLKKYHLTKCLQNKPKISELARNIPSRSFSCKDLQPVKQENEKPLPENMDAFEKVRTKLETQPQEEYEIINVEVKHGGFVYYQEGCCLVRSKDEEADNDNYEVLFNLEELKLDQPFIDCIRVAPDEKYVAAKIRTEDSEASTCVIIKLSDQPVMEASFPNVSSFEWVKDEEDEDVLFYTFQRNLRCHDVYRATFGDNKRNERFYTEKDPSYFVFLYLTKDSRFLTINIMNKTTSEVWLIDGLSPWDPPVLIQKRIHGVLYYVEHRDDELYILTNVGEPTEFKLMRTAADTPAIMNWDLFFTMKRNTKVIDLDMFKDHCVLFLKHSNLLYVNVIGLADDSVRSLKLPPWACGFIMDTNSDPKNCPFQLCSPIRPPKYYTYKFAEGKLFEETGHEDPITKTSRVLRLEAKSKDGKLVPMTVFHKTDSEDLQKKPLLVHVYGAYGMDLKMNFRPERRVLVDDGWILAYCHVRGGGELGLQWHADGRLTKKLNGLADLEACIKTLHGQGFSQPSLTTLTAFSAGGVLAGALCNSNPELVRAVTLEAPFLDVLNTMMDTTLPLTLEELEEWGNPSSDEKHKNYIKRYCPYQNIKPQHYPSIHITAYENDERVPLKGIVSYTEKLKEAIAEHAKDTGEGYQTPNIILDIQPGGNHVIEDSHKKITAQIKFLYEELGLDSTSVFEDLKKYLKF
core dimer inh – inhibitors of HCV core protein dimerization, primary screen, biochemical, TR-FRET, high-throughput; TR-FRET GST/Flag-core106 dimerization, 1536-well; inhibition, % at 5 µM; actives 0.33% (n = 300,000); AID 1899, 2009;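 active means inhibition above the mean of all tested compounds plus 3 SD, set per screening campaign, cut at about 45% in these data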
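System: GST-tagged and Flag-tagged HCV core protein residues 1-106 / Input: core106 proteins, GST 13.5 nM and Flag 17 nM / Buffer or medium: KF-containing HEPES buffer, pH 7.45, DTT, CHAPS, BSA / Probe or stimulus: Eu-anti-GST and XL665-anti-Flag labelled anti-tag antibodies / Schedule: 4 h, 22.5 °C incubation / Technique: TR-FRET 671 and 617 nm emission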
Efflux pump inh – inhibitors of Candida efflux pumps in yeast, primary screen, S. cerevisiae, Nile Red, multiplex; inhibition, % at 10 µM; S. cerevisiae Candida pump triplex; actives 0.44% (n = 330,000);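 active means plate passing quality check with inhibition over a set limit, or well fluorescence over plate mean plus 4 SD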;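 further: Nile Red retained in pooled yeast measured as flow cytometry median fluorescence; 0% = buffer negative control and 100% = Enniatin B positive control; higher means more Nile Red kept so more efflux inhibition; some compounds called inactive have numbers as strong as hits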
EBNA-1 inh – EBNA-1 DNA-binding inhibitors, primary screen, biochemical, fluorescence polarization; inhibition, % at 14.8 µM; actives 0.34% (n = 300,000); AID 1950, 2009; in the data active means inhibition above about 28%
CTSL1 counter – Fasciola hepatica cathepsin L1 inhibitors, primary screen, counter-screen for PFM18AAP inhibitor project, biochemical, QFRET, fluorogenic peptide substrate; actives 0.49% (n = 300,000); recombinant F. hepatica cathepsin L1, Z-Leu-Arg-MCA fluorescence; inhibition, % at 5.96 µM;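 active means inhibition above the mean of all tested compounds plus 3 SD, set per screening campaign, cut at about 17% in these data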;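 further: 0% = plate median of test compound wells and 100% = 1 µM Z-Phe-Ala-diazomethylketone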
ZTA counter – blocks Epstein-Barr virus ZTA, an EBNA-1 counter-screen. P03206. ZTA-DNA binding, fluorescence polarization. inhibition, % at 11 µM. actives 0.15% (n = 320,000); in the data active means inhibition above about 33%
Starred values were filed as active, the others as inactive; x = not tested or not shown.

SMILES	PP1 counter	PP5 primary	TPT1 inhibitor	PREPL inhibitor	core dimer inh	Efflux pump inh	EBNA-1 inh	CTSL1 counter	ZTA counter
O=C(COc1ccc(Cl)cc1)N(Cc1ccccc1)c1ccccn1	1	0.5	4	18	-2	0.0	12	4	1
Cc1cc(C)n2nc(-c3ccccc3)cc2n1	-1	-1.2	2	7	4	0.4	-6	-4	3
C/C(=N\OCC(=O)OCC(=O)NC(=O)c1ccccc1)c1ccc2c(c1)OCO2	-4	1.5	-6	0	1	0.0	1	-8	-1
CCCc1c(O)nc(SC2CC(=O)N(c3cc(OC)ccc3OC)C2=O)[nH]c1=O (stereo not drawn)	2	1.0	0	-1	-7	-0.1	-8	2	0
N#CCCCCn1ccc(NC(=O)c2ccc(Cl)cc2O)n1	1	3.2	-3	8	4	0.1	-7	4	4
COc1ccc(-n2c(=S)[nH]c3cc(C(=O)Nc4cccc(C)c4)ccc3c2=O)cc1	2	0.0	2	-2	28	-0.2	14	-3	2
Cc1cccc(NC(=O)c2cccc(NC(=O)Cc3cccs3)c2)c1	-4	2.2	3	0	14	0.1	-13	1	-7
COc1cc(C=O)ccc1OCCCCOc1ccccc1[N+](=O)[O-]	0	2.0	2	-3	6	0.0	-5	-5	3
O=C(c1ccccc1)c1nn(-c2ccc(Cl)cc2)c(=O)cc1C(F)(F)F	7	3.7	2	-9	-22	-0.1	8	2	14
CCC(=O)NC(=S)Nc1ccccc1C(=O)NC1CCCCC1	-3	-0.8	-5	1	-4	-0.1	2	2	6
COc1ccccc1NC(=O)COC(=O)COc1ccccc1F	1	2.2	x	1	x	0.1	x	x	-6
O=C(CNC(=S)NC(=O)C1CCCCC1)c1ccccc1	-6	2.1	-1	-9	15	0.2	-1	0	6
CC(=O)Nc1ccc(NC(=O)CSc2ccc(C(F)(F)F)cc2[N+](=O)[O-])cc1	-2	3.1	-1	3	-3	0.1	-24	-5	-18
C=COCCNC(=S)Nc1ccccc1	-3	-0.2	0	-1	0	-0.2	3	-3	14
CCOc1ccc(C(=O)Cn2cnc3ccccc3c2=O)cc1	-2	4.1	-1	-11	7	0.1	-10	0	-5
COc1cc(C(=O)Nc2nccs2)cc(OC)c1OC	-2	3.5	-3	-2	0	0.0	-4	0	-3
CCN(CC)C(=O)C(Oc1ccc(C)nc1[N+](=O)[O-])c1ccccc1 (stereo not drawn)	-2	1.6	-5	-6	2	0.1	17	3	6
CCOCC(O)CS(=O)Cc1ccccc1 (stereo not drawn)	-4	-2.4	2	1	-4	-0.1	7	-2	-10
COc1ccc(NC(C)C(=O)N/N=C/c2ccccc2OCc2cccc(Br)c2)cc1 (stereo not drawn)	8	5.4	-2	20	16	0.1	5	2	-1
Cc1c(C(=O)NCCn2ccc3ccccc32)cccc1[N+](=O)[O-]	1	4.6	-1	11	-12	0.2	-2	-1	-9
O=C(CSc1nnc(CNC(=O)c2ccco2)o1)Nc1ccc(OC(F)(F)F)cc1	-3	-3.0	1	-11	2	0.0	-1	0	0
CCOc1ccc(Oc2ccccc2NC(=O)CCNC(C)=O)cc1	1	-0.5	0	13	-5	0.0	-6	1	14
Cc1ccc2c(CC(=O)Nc3nc(C)cs3)coc2c1	-5	4.1	4	-36	4	0.3	-9	-2	4
O=C(Nc1cccc(Br)c1)c1ccc2snnc2c1	-12	2.5	-1	11	-2	-0.1	-4	8	-2
NNC(=O)C1CCCN1S(=O)(=O)c1ccc(Cl)cc1 (stereo not drawn)	-2	2.6	-3	16	-6	-0.2	0	-2	-5
(more compounds)
SMILES	PP1 counter	PP5 primary	TPT1 inhibitor	PREPL inhibitor	core dimer inh	Efflux pump inh	EBNA-1 inh	CTSL1 counter	ZTA counter
COc1ccccc1/C=C/C(=O)N1CCCC1	-2	1.8	6	7	-8	0.3	-2	-3	-27
N#CC1=C(N)Oc2cc(N)ccc2C1C1CC=CCC1 (stereo not drawn)	1	0.2	-3	-1	-3	-0.2	3	0	2
O=C(CSc1nc2nn(-c3ccccc3)c(=O)c-2c2n1CCCCC2)NCCc1ccccc1	-1	-3.2	-3	19	-5	0.0	-3	0	-6
Cc1cc(OC(C)C(=O)NCCN2CCOCC2)c2c(C)cc(=O)oc2c1 (stereo not drawn)	5	2.9	0	10	-4	0.2	-6	-13	-12
CCS(=O)(=O)N1Cc2ccccc2CC1C(=O)NC(C)C12CC3CC(CC(C3)C1)C2 (stereo not drawn)	5	2.8	-5	13	7	-0.1	1	2	-9
COc1ccccc1C(=O)NNC(=O)c1ccc(Cl)cc1	-3	-1.7	1	-5	-2	0.0	-2	-3	-2
CCCC(C)NC(C)C(=O)NC1CCCC1 (stereo not drawn)	-2	1.6	-2	-6	2	0.1	10	0	3
COc1ccccc1Oc1c(C)oc2c(CN(C)C)c(O)ccc2c1=O	-1	-0.8	-5	-6	-2	0.2	-2	-1	3
N#CC1=C(N)Oc2c(ccc3cccnc23)C1c1cccnc1 (stereo not drawn)	1	0.0	-5	15	1	-0.1	0	3	-6
CSc1nc(-c2ccccc2)nn1C(=O)c1ccc(C)cc1	-1	0.9	-1	-2	2	0.1	9	4	0
O=C(COC(=O)c1ccc2c(=O)n3c(nc2c1)CCC3)Nc1ccccc1F	-3	2.2	-2	-5	-8	-0.2	5	-2	6
O=C(CSc1nccn1-c1ccccc1)Nc1ccc2c(c1)OCO2	7	1.1	-1	13	1	0.0	-4	2	-2
CC1=CCC2(CO)COC(c3ccccc3O)C1C2 (stereo not drawn)	-3	-1.0	-3	1	1	0.0	-3	-2	10
O=C(CCNS(=O)(=O)c1ccc(Br)cc1)NCCc1ccc(Cl)cc1	-2	1.4	7	-53	1	-0.1	-6	-4	5
Fc1ccc(-c2nnc(Cc3ccc(Cl)cc3)o2)cc1	-5	-0.5	2	2	1	-0.1	11	1	1
COc1ccc(C2(NC(C)=O)CCN(Cc3cccnc3)CC2)cc1	4	3.6	-1	-2	-3	0.2	0	-5	-12
Nc1cccc(-c2nc3ccc(C(=O)c4ccccc4)cc3[nH]2)c1	5	0.3	7	26	-2	0.1	8	9	3
CCn1c(CC(=O)Nc2ccccc2C)nnc1SCC(=O)NC1CCCC1	6	-3.2	-1	5	-27	0.1	6	7	-6
COc1ccc(OC)c(CNC(=O)C2CCCN(C(=O)N(C)C)C2)c1 (stereo not drawn)	-3	-3.2	1	21	-15	-0.1	-10	-2	-2
CC1CCCCC1NCC(=O)NCc1ccc(F)cc1 (stereo not drawn)	-2	-0.6	2	9	15	-0.1	0	5	9
CC(=O)N1CCN(CC(=O)Nc2cc(S(=O)(=O)N3CCOCC3)ccc2C)CC1	9	-1.6	0	-4	0	-0.3	4	0	1
COc1ccc(OC)c(NC(=O)CN(C)CC(=O)Nc2ccccc2Cl)c1	-5	6.3	-1	-5	7	0.1	6	1	19
CCN(CC)c1ccc(NC(=O)CC2Oc3ccccc3NC2=O)c(C)c1 (stereo not drawn)	-3	3.6	0	4	-10	0.2	4	-1	12
C/C(=N\NC(=O)c1c(C)nc2ccccn12)c1cccc([N+](=O)[O-])c1	-1	-1.5	-1	-1	0	0.0	2	-6	-7
CC(=O)OC1COC(N2CCc3cc([N+](=O)[O-])ccc32)C(OC(C)=O)C1OC(C)=O (stereo not drawn)	-2	1.2	1	-6	-4	0.0	-16	0	5
Next entries.
SMILES	PP1 counter	PP5 primary	TPT1 inhibitor	PREPL inhibitor	core dimer inh	Efflux pump inh	EBNA-1 inh	CTSL1 counter	ZTA counter
Cc1cc(C)nc(SC(C)C(=O)N/N=C/c2cccs2)n1 (stereo not drawn)	0	1.9	-2	18	4	-0.1	6	9	-8
CCOC(=O)c1ccc(N2C(=O)C(O)=C(C(C)=O)C2c2ccccn2)cc1 (stereo not drawn)	0	0.7	3	1	-6	0.4	-2	0	-3
COCc1cc(=O)n2[nH]c(-c3ccccc3)cc2n1	2	0.8	0	-5	-5	0.1	3	-2	-3
COc1ccc(C2(O)CC3CCC(C2)N3c2cc(C)nc(-c3ccccc3)n2)cc1 (stereo not drawn)	0	3.1	-1	-40	1	-0.1	6	0	8
CC(=O)Nc1cccc(OCc2cnc(Cl)s2)c1	-1	0.5	-2	13	-4	0.2	-1	-7	16
CC(CNS(=O)(=O)c1ccc2c(c1)NC(=O)CCS2)c1ccccc1 (stereo not drawn)	4	2.8	-3	-2	3	0.2	-11	-3	5
C=CCc1c(C)nn(CC(=O)O)c1-c1ccccc1	-3	-1.1	2	18	-8	-0.1	2	3	-4
Cc1nn(-c2ccccc2)c(Cl)c1/C=N\NC(=O)c1cnccn1	-5	-0.4	3	3	3	-0.2	-6	-2	4
CCOCCN(C(=O)c1ccccc1Cl)c1ccccc1	-1	0.8	-1	0	8	0.1	-1	-1	15
Cc1cc(C)c(NC(=O)CS(=O)CC(=O)N2CCN(c3cccc(C)c3C)CC2)c(C)c1 (stereo not drawn)	0	-1.1	2	10	-1	0.1	-6	4	-5
CN(c1ccccc1)P(=O)(N(C)c1ccccc1)N(C)c1ccccc1	-1	0.6	-1	22	-3	-0.1	-1	5	-17
O=C(Cc1cccs1)NCc1ccccc1Br	1	-3.4	0	5	-2	0.9	-11	-1	-11
COc1ccc(S(=O)(=O)Nc2ccc(S(=O)(=O)N3CCCCC3)cc2)cc1C	-1	2.1	1	2	7	0.0	13	-1	29
COc1ccc(/C(C)=N/NC(=O)CNC(=O)c2ccncc2)cc1	1	1.6	1	-2	2	0.0	4	1	12
Cc1nn(C(=O)c2ccco2)c(C)c1Sc1ccc(Cl)cc1	6	3.5	-3	2	-7	0.1	2	0	7
COc1ccc(NC(=O)CN(C)C(=O)c2cccc(Oc3ccccc3)c2)cc1	-5	5.5	x	9	x	0.2	x	x	12
O=C(O)c1cc2n(n1)C(C(F)(F)F)CC(C1CC1)N2 (stereo not drawn)	0	0.1	-3	9	0	0.1	11	1	6
Cc1ccc(-c2noc(C3CCCN(C(=O)c4ccc(F)cc4F)C3)n2)cc1 (stereo not drawn)	2	4.6	-1	16	2	0.2	-3	-3	-12
COCCn1c(C)nnc1SCC(=O)Nc1ccccc1[N+](=O)[O-]	0	3.0	0	7	-2	-0.2	12	0	-3
COc1ccc(N2C(=O)CC(N3CCN(c4ccccc4F)CC3)C2=O)cc1 (stereo not drawn)	0	0.9	1	4	-4	-0.1	-11	0	-6
CCOC(=O)c1c(NC(=O)/C=C/C(=O)O)sc(C)c1-c1ccc(C)c(C)c1	6	-1.5	-2	-9	16	0.0	-4	1	3
CC(=O)c1c(C)nc(-c2ccc(Cl)cc2)nc1N=CN(C)C	-1	2.4	3	-23	4	0.0	-3	2	4

Compound profiles, from the list above. Order of screens: PP1 counter, PP5 primary, TPT1 inhibitor, PREPL inhibitor, core dimer inh, Efflux pump inh, EBNA-1 inh, CTSL1 counter, ZTA counter
`COCCn1c(C)nnc1SCC(=O)Nc1ccccc1[N+](=O)[O-]` across the screens: 0, 3.0, 0, 7, -2, -0.2, 12, 0, -3
`Cc1nn(-c2ccccc2)c(Cl)c1/C=N\NC(=O)c1cnccn1` across the screens: -5, -0.4, 3, 3, 3, -0.2, -6, -2, 4
`CC(=O)Nc1cccc(OCc2cnc(Cl)s2)c1` across the screens: -1, 0.5, -2, 13, -4, 0.2, -1, -7, 16
`COc1ccc(N2C(=O)CC(N3CCN(c4ccccc4F)CC3)C2=O)cc1` (stereo not drawn) across the screens: 0, 0.9, 1, 4, -4, -0.1, -11, 0, -6

Not all compounds are listed; rates above refer to the full screens.
